# POLH inh – blocks human DNA polymerase eta activity; 390,000 tested, 1.2% active; AID 588591; recombinant Pol eta, fluorescent DNA replication assay; Potency, µM (highest dose often 114 µM), for the others: at the highest dose activity change, negative = inhibition, most hits filed as inhibitors; Q9Y253; note: % is set by controls: 0 for no effect and ±100 for the full control effect
#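 Pol eta at 10 nM preincubated with compounds 15 min at room temperature; reaction started with fluorescent substrate (50 nM final) and read kinetically at 0 and 10 min.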
# BLM inh – Bloom syndrome helicase (human) inhibition; P54132; recombinant BLM DNA unwinding, fluorescence dequenching; Potency, µM (titrated, usually from 56.1 µM), without a hit: at the top dose activity change, negative = inhibition, hits mostly inhibitors; 350,000 tested, 0.2% active; AID 2528;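 note: plate controls were vehicle for no effect and no enzyme for full effect; nearly all actives have a fitted effect of over 35% in size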
# Pol beta inh – DNA polymerase beta (human) inhibition. P06746. Pol beta primer extension/strand displacement, fluorescence kinetic. Potency, µM (series often up to 114 µM), without a hit: at the highest dose activity change, negative = inhibition, usual class: inhibitors. 340,000 tested, 1.3% active; note: % is set by controls: 0 for no effect and ±100 for the full control effect
#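 Values derive from four-parameter Hill fits of normalized kinetic data: reads at 0 and 10 min following addition of 50 nM substrate to 10 nM Pol beta preincubated 15 min with compound.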
# JMJD2A Tudor inh – JMJD2A Tudor domain (human) inhibition | AlphaScreen JMJD2A-Tudor / H3K4me3 peptide binding | Potency, µM (series often up to 114 µM), for the others: at the highest dose activity change, negative = inhibition, hits mostly inhibitors | AID 504339 | O75164 | 390,000 tested, 4.4% active; note: % is set by controls: 0 for no effect and ±100 for the full control effect; nearly all actives have a fitted effect of over 50% in size
# G9a block – blocks human histone lysine methyltransferase G9a; G9a H3K9 monomethylation, AlphaScreen, 2 h; Q96KQ7; 350,000 tested, 8.8% active; AID 504332; Potency, µM (titrated, usually from 102 µM), for inactives: at the highest dose activity, negative = inhibition, usual class: inhibitors; note: % is set by controls: 0 for no effect and ±100 for the full control effect; nearly all actives have a fitted effect of over 75% in size
#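 AlphaScreen detection with an anti-monomethyl H3K9 antibody quantified product after a 2 h room-temperature reaction containing 500 nM biotinylated H3K9 peptide, 20 µM SAM and 20 nM enzyme, which had been preincubated 15 min with compound.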
# POLI inh – DNA polymerase iota (human) inhibition | Q9UNA4 | Pol iota fluorescent replication assay, 10 min | AID 588590 | 390,000 tested, 1% active | Potency, µM (doses to about 115 µM), inactives show top-dose activity, negative = inhibition, hits mostly inhibitors
#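 Fluorescent replication assay read twice, at 0 min and 10 min after adding 50 nM (final) substrate. Enzyme (10 nM) and compounds were first incubated 15 min at room temperature; enzyme-free buffer wells were negative controls.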
# POLK inh – inhibitors of human DNA polymerase kappa | Q9UBT6 | purified Pol kappa, fluorescent DNA synthesis assay, 10 min | Potency, µM (series often up to 107 µM), inactives show top-dose activity, negative = inhibition, actives largely listed as inhibitors | 400,000 tested, 0.53% active | AID 588579; note: % is set by controls: 0 for no effect and ±100 for the full control effect
# Target sequence (Q9UBT6 whole entry, looked up): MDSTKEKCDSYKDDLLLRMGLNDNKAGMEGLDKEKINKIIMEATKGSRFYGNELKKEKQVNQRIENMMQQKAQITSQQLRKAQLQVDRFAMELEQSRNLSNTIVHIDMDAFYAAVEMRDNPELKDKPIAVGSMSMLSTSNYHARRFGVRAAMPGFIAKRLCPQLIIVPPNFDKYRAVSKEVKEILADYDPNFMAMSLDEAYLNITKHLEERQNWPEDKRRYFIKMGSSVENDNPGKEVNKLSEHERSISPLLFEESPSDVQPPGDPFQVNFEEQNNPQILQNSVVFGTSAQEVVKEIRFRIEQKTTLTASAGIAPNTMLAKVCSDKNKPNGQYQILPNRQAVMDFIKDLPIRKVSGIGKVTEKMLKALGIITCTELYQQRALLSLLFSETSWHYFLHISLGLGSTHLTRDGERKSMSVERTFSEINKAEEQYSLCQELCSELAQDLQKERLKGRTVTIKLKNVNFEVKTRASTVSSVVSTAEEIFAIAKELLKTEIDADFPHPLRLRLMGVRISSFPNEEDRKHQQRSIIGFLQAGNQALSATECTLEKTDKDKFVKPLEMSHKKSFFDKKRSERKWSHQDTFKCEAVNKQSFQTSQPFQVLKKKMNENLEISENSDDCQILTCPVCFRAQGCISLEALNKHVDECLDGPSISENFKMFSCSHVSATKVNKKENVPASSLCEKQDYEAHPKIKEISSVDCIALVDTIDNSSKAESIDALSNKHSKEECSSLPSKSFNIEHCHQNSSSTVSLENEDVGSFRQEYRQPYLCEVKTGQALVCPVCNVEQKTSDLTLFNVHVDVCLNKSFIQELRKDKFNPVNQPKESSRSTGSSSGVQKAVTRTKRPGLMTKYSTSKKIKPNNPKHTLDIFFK
#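 Kinetic fluorescence screen: compound preincubated 15 min RT with 10 nM enzyme; 50 nM substrate (final) initiates; reads at 0/10 min.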
# BAZ2B inh – blocks human BAZ2B. AlphaScreen BAZ2B-H3K14Ac peptide displacement. Potency, µM (doses to about 114 µM), without a hit: top-dose activity change, negative = inhibition, most hits filed as inhibitors. 360,000 tested, 4.4% active; note: % is set by controls: 0 for no effect and ±100 for the full control effect; nearly all actives have a fitted effect of over 60% in size
#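 Compounds, titrated to a top concentration of 110 uM, were incubated 30 min at room temperature with preformed BAZ2B/acetyl-K14 H3 peptide complex (50 nM each). Proximity signal was measured by AlphaScreen after 20 min with beads.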
# APEX1 inh – inhibitors of human APE1 endonuclease; Potency, µM (titrated, usually from 65.8 µM), without a hit: at the top dose activity change, negative = inhibition, actives largely listed as inhibitors; AID 2517; recombinant APE1, TAMRA/BHQ-2 abasic DNA cleavage fluorescence; 350,000 tested, 0.35% active; P27695;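 note: plate controls were vehicle for no effect and reference inhibitor for full effect; nearly all actives have a fitted effect of over 55% in size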
#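 Substrate: short duplex with […] THF abasic site, 5'-TAMRA and 3'-BHQ-2, 50 nM final. APE1 at 0.75 nM, preincubated 15 min RT with compound. Fluorescence increase from first to third read measured activity.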
# An asterisk follows results filed as active; u = inconclusive; x = no result given; [ ] = dose if it differs, or a comment. Calls come from the whole dose curve; as a rule, active = well fitted curve in the direction sought with a large enough effect; inconclusive = small, poorly fitted or top-dose-only effect, or another doubt; inactive = no such curve, though single readings can be large; an effect the other way counts as inactive or inconclusive. Potency is the fitted concentration of half-maximal effect. Some of the compounds tested; count on the stated rates, not on these rows.
No.	Structure	POLH inh	BLM inh	Pol beta inh	JMJD2A Tudor inh	G9a block
1	O=C(Oc1coc(CSc2ncccn2)cc1=O)c1ccc(Br)o1	-17%	-1%	2%	-5%	-7%[59 µM]
2	O=C(NC1CCN(C(=O)NCc2ccccc2)CC1)c1cccc(F)c1	7%	0%	-18%	-17%	19%[59 µM]
3	CCOc1ccc(NC(=O)c2c(OC)cccc2OC)cc1	-4%	-4%	24%	-13%	13%[59 µM]
4	CCOC(=O)c1ccccc1NC(=O)c1cc2ccc3cccnc3c2[nH]1	u	-8%	u	-21%	-9%[59 µM]
5	Cc1nnc(SCCCn2c(N3CCCCC3)nc3c2c(=O)[nH]c(=O)n3C)s1	0%	0%	-7%	-13%	-7%[59 µM]
6	O=C(Nc1ccccc1)C1CCN(C(=O)c2ccccc2)CC1	-9%	-3%	-1%	11%	10%
7	Cc1onc(-c2ccccc2Cl)c1C(=O)Nc1ccc(-c2nnc3n2CCCCC3)cc1	7%	-2%	-15%	-6%	u
8	O=C(Nc1ccccc1Cc1ccccc1)c1ccccc1NS(=O)(=O)c1ccc(Cl)s1	79µM*	-11%	u	-17%	10%[59 µM]
9	COC(=O)c1ccccc1NC(=O)Nc1ccc2c(c1)OCO2	5%	0%	1%	-9%	8%[59 µM]
10	COc1cc(C)c(C(N)=O)c(OC)n1	-3%	1%	u	0%	-29%[59 µM]
11	C[C@H](CO)N1C[C@H](C)[C@@H](CN(C)S(=O)(=O)c2cccs2)Oc2ccc(NS(=O)(=O)c3ccccc3)cc2C1=O	-2%	x	x	-13%	x
12	O=C1C(C=NCc2ccccn2)=C(O)c2ccccc21	-11%	1%	1%	-7%	4%
13	CCc1ccc(N(CC(=O)NCc2cccnc2)S(=O)(=O)c2ccccc2)cc1	-18%	1%	u	-14%	11%
14	FC(F)(F)c1nc2ccccc2nc1N/N=C/c1ccc(Cl)cc1	-16%	-5%	31%[activator]	-23%	48%[59 µM]
15	O=C(NCCCCNC(=O)C1CCCC1)C1CCCC1	-14%	-7%	-19%	-5%	2%[12.7 µM]

No.	POLI inh	POLK inh	BAZ2B inh	APEX1 inh
1	120%[activator]	-14%	-13%	18%
2	-13%	-1%	-1%	50%[activator][12.4 µM]
3	17%	4%	-1%	6%
4	16%	3%	11%[57.1 µM]	x
5	28%	3%	-3%	-7%
6	8%	5%	6%	3%
7	5%	-13%	x	14%
8	-14%	-13%	-1%	-1%
9	11%	2%	9%	4%
10	13%	-1%	-7%	-4%
11	28%	7%	x	8%
12	27%	-10%	89µM*	-1%
13	33%[activator]	10%	-38%	38%
14	-10%	-2%	-34%	u
15	-4%	-5%	9%	0%

# Additional results follow.
No.	Structure	POLH inh	BLM inh	Pol beta inh	JMJD2A Tudor inh	G9a block
16	O=C1CC(C(=O)N(c2ccccc2)C(C(=O)NC2CCCC2)c2ccncc2)CS1 (stereo not given)	0%	-2%	4%	0%	u
17	CN(NS(=O)(=O)c1ccc(Cl)cc1)c1cnn(C)c(=O)c1Cl	-6%	-3%	23%	-14%	1%
18	Nc1nc(Br)c2c(F)cccc2c1-c1ccccc1	-2%	-8%	1%	-3%	-6%
19	Cn1c(COc2ccc(F)cc2)nc2ccccc21	-4%	0%	-28%	1%	x
20	CCN(CC)CCN(Cc1cc2cc(C)ccc2[nH]c1=O)C(=S)Nc1ccccc1	-16%	-5%	-2%	-33%	u
21	Cc1nnc(SC(C)C(=O)Nc2nccs2)s1 (stereo not given)	-10%	-3%	4%	6%	9%[59 µM]
22	Cn1c(=N)n(CC(=O)c2ccccc2)c2ccccc21	-7%	4%	2%	-6%	-11%
23	C/C(=N\NC(=O)c1ccccc1F)c1ccc(C#N)cc1	-1%	-9%	3%	-10%	8%
24	O=[N+]([O-])c1ccc(Sc2ncccn2)c([N+](=O)[O-])c1	u	-3%	16%	-22%	x
25	CN(C)CCNC(=O)/C(=C/c1ccc(-c2cccc(Cl)c2)o1)NC(=O)c1ccccc1	-7%	38%[activator]	24%	-13%	4%[59 µM]
26	Cc1ccc(Cc2c(C)nc3nc(SCC(=O)NCCCN4CCOCC4)nn3c2C)cc1	-22%	-9%	-1%	-6%	2%
27	O=C1CC(c2ccccc2)CC(O)=C1C=Nc1cccc(Cl)c1 (stereo not given)	-8%	2%	2%	-3%	-9%[59 µM]
28	CC1CCN(C(=O)CCNC(=O)Cn2cnc3sc4c(c3c2=O)CCCC4)CC1	11%	-2%	5%	1%	-7%[59 µM]
29	Cc1ccc(C)c(NC(=O)COC(=O)Cc2ccsc2)c1	11%	-3%	12%	-5%	1%
30	C=CCSC1=C(C#N)C(c2ccccc2C)CC(=O)N1 (stereo not given)	-15%	2%	11%	4%	-8%[12.7 µM]

No.	POLI inh	POLK inh	BAZ2B inh	APEX1 inh
16	5%	-16%	-2%	10%
17	31%[activator]	-16%	-3%	1%
18	128%[activator]	-7%	16%	3%
19	21%	4%	0%	-17%
20	25%	11%	u	-1%
21	10%	10%	-25%	-1%
22	5%	-1%	-14%	1%
23	26%	-12%	2%	2%
24	u	6%	-30%	u
25	5%	-1%	-28%	7%
26	30%	12%	-4%	0%
27	17%	-4%	10%	6%
28	17%	-14%	11%	1%
29	45%[activator]	-13%	-1%	-7%
30	1%	3%	13%	0%

# The list goes on; it opens with the three that closed the last part.
No.	Structure	POLH inh	BLM inh	Pol beta inh	JMJD2A Tudor inh	G9a block
28	CC1CCN(C(=O)CCNC(=O)Cn2cnc3sc4c(c3c2=O)CCCC4)CC1	11%	-2%	5%	1%	-7%[59 µM]
29	Cc1ccc(C)c(NC(=O)COC(=O)Cc2ccsc2)c1	11%	-3%	12%	-5%	1%
30	C=CCSC1=C(C#N)C(c2ccccc2C)CC(=O)N1 (stereo not given)	-15%	2%	11%	4%	-8%[12.7 µM]
31	Cc1ccc(NC(=O)C2CCC(CNS(=O)(=O)c3cccc4nsnc34)CC2)c(Cl)c1 (stereo not given)	-19%	-3%	2%	4%	-4%[59 µM]
32	CCN(CC)S(=O)(=O)c1ccc(N2CCCC2)c(NC(=O)Cc2cc(OC)c(OC)c(OC)c2)c1	-22%	-5%	15%	-10%	10%
33	COc1cccc(CSc2nc3ccccc3cc2C=O)c1	-5%	-9%	u	1%	4%[59 µM]
34	Cn1cnnc1SCC(=O)NCCc1ccc(Cl)cc1Cl	-16%	-1%	10%	-5%	23%
35	Cc1ccc(C)c(N(CC(=O)NC2CCCCC2)C(=O)CCC(=O)Nc2ccccn2)c1	x	0%	2%	x	-2%[59 µM]
36	O=C1CC(N2CCN(c3ccc(F)cc3)CC2)C(=O)N1c1ccc2c(c1)OCO2 (stereo not given)	-17%	1%	-8%	-15%	-32%
37	CCN(CC)S(=O)(=O)c1ccc(Cl)c(C(=O)Oc2cccnc2)c1	-16%	-2%	27%	-2%	u
38	CCOC(=O)N/N=C(\C)c1ccc(Oc2ncccn2)cc1	-8%	-1%	20%	9%	5%[2.33 µM]
39	CCOC(=O)C(C(=O)OCC)N(C#N)c1nc(C)cc(C)n1	1%	-2%	-10%	-5%	4%[59 µM]
40	COc1cccc(NC(=O)CN(C)C(=O)c2cc(CN3C(=O)c4ccccc4C3=O)ccc2OC)c1	-14%	x	x	-26%	x
41	CC(NC(=O)CSCc1ccc(Br)cc1)c1ccccc1 (stereo not given)	-16%	-8%	-1%	17%	96%[activator]
42	CCO[C@H]1OC(C(=O)NC2CC2)=C[C@@H](C2CC2)[C@@H]1CCCO	-14%	-7%	21%	-7%	-8%[59 µM]
43	CN(C)C(CNc1nnnn1-c1ccccc1)c1ccco1 (stereo not given)	5%	-9%	u	21%	u
44	CCN(CC)CCNC(=O)CCc1nn(C)c(=O)c2ccccc12	3%	2%	31%	-10%	-40%
45	Nc1n[nH]c(-c2ccccc2)c1-c1ccccc1	-14%	-2%	10%	-32%	-11%[59 µM]

No.	POLI inh	POLK inh	BAZ2B inh	APEX1 inh
28	17%	-14%	11%	1%
29	45%[activator]	-13%	-1%	-7%
30	1%	3%	13%	0%
31	31%[activator]	-11%	-2%	x
32	164%[activator]	4%	-20%	24%
33	-5%	-16%	-1%	-5%
34	-10%	5%	-2%	16%
35	x	x	-8%	-3%
36	13%	-12%	-27%	-3%
37	-3%	-2%	-2%	2%
38	-21%	4%	5%	32%
39	12%	-2%	-3%	-2%
40	15%	6%	x	x
41	8%	-3%	20%	2%
42	27%	4%	0%	-6%
43	24%	-5%	4%	-1%
44	5%	-6%	-30%	-4%
45	u	-8%[60.1 µM]	-5%	-2%

# Continuation:
No.	Structure	POLH inh	BLM inh	Pol beta inh	JMJD2A Tudor inh	G9a block
46	CC(NS(=O)(=O)c1ccc(Cl)cc1)C(c1cccs1)N1CCN(C)CC1 (stereo not given)	1%	-16%	30%	-11%	6%[59 µM]
47	CS(=O)(=O)N(CC(=O)Nc1ccc(S(=O)(=O)N2CCCC2)cc1)c1cccc(F)c1	2%	-5%	3%	-17%	u
48	O=C(Nc1cccc(-c2cccc(F)c2)c1)C1CCN(C2CCC2)CC1	4%	0%	-10%	-7%	-5%
49	CN(C)c1cccc(C(=O)Nc2ccc(-c3nc4ccccc4s3)cc2)c1	-20%	1%	-7%	-29%	1%[59 µM]
50	C=CCn1c(SCC(=O)NCCCC(=O)OCC)nc2scc(-c3ccco3)c2c1=O	1%	-1%	-4%	-8%	u
51	CCOC(=O)c1cn(-c2c(C)n(C)n(-c3ccccc3)c2=O)c2c(F)c(F)c(F)cc2c1=O	-4%	3%	1%	-14%	-4%
52	COc1ccc(NCc2ccsc2)cc1	-22%	-4%	6%	56µM*	35µM*
53	COc1cc(NC(=O)c2nccnc2C(=O)O)cc(OC)c1	-1%	-1%	-22%	40µM*	22µM*
54	COc1ccc(CCNC(=O)c2ccc3c(Cl)c4c(nc3c2)CCCC4)c(OC)c1	-18%	-3%	27%	-18%	0%[59 µM]
55	NC(=S)NNC(=O)/C(=C/c1ccc(Br)cc1)NC(=O)c1ccccc1	-10%	-2%	11%	-16%	-33%

No.	POLI inh	POLK inh	BAZ2B inh	APEX1 inh
46	14%	-11%	-4%	-5%
47	-4%	0%	-11%	-1%
48	-12%	3%	-2%	11%
49	10%	-2%[60.1 µM]	0%	x
50	u	-28%	-14%	-4%
51	54%[activator]	-14%	4%	-1%
52	22%	-3%	18µM*	23%
53	-1%	-4%	u	u
54	46%[activator]	-5%	13%	x
55	11%	1%	x	-3%
